From PubChem
PI5P4Ka inh = qHTS for Inhibitors of phosphatidylinositol 5-phosphate 4-kinase (PI5P4K); Phosphatidylinositol 5-phosphate 4-kinase type-2 alpha (Homo sapiens), P48426; PI5P4Kalpha enzyme, ADP-Glo luminescence, 60 min; hits give low values; max response, %; hit rate 1.2% among 330,000; AID 652105, 2013; active = max response of -50% or lower; inconclusive = between -30% and -50%; inactive = -30% or higher; also: value at the top dose of about 77 µM; % is scaled to controls: 0 for no effect and ±100 for the full control effect
Target sequence (P48426 whole entry, looked up): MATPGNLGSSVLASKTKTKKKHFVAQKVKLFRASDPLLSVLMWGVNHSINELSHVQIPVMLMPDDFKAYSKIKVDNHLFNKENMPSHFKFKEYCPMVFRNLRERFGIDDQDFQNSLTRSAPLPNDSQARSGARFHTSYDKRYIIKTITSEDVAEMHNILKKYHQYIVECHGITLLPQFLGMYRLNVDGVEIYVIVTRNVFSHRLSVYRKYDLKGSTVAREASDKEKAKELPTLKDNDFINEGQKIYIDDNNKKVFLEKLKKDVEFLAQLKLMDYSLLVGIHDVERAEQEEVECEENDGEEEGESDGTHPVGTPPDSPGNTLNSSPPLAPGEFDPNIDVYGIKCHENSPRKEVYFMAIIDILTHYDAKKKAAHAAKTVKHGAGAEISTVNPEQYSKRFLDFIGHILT
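Compounds were pin-transferred onto PI5P4Kalpha and substrate in HEPES pH 7.4 buffer with EGTA, CHAPS and 5% DMSO. ATP (5 microM final) started the reaction, which ran 60 minutes at room temperature before ADP-Glo detection.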
EPAC1 antagonist = qHTS for Antagonist of cAMP-regulated guanine nucleotide exchange factor 3 (EPAC1): primary screen; Rap guanine nucleotide exchange factor 3 (Homo sapiens), O95398; EPAC1 GEF assay, Rap1b-BODIPY-GDP exchange fluorescence; Potency, µM (top dose mostly 115 µM), without a hit: at the highest dose activity change, negative = inhibition, actives largely listed as inhibitors; hit rate 0.14% among 360,000; AID 720709, 2013;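 also: potency is read from the fitted curve at half-maximal effect; plate controls were vehicle for no effect and positive control for full effect; nearly all actives have a fitted effect of over 50% in size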
EPAC2 antag = qHTS for Antagonist of cAMP-regulated guanine nucleotide exchange factor 2 (EPAC2): primary screen | EPAC2 GEF exchange of Rap1B-BODIPY-GDP, fluorescence | Potency, µM (top dose mostly 114 µM), for inactives: at the top dose activity, negative = inhibition, usual class: inhibitors | hit rate 0.18% among 360,000 | AID 720708, 2013; also: potency is read from the fitted curve at half-maximal effect; % is scaled to controls: 0 for no effect and ±100 for the full control effect; nearly all actives have a fitted effect of over 45% in size; many of its hits are not listed in these tables
CCT modulator = High-Throughput Screening for Modulators of Cytosolic Chaperonin Activity. activity change, % (test concentration not listed), hits read low. purified chaperonin ATPase assay, HTRF ADP detection, 30 min. hit rate 0.3% among 360,000; in the data active = activity change below about -30%; also: % is scaled to controls: 0 for no effect and ±100 for the full control effect
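Nucleotide hydrolysis assay: TRiC at 20–40 nM final (set by batch activity) with 10 uM ATP, 30 min at 37 °C, in presence of 76 uM compound. Detection by competitive ADP HTRF, 30 min ambient.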
EPAC1 agonist = qHTS for Agonist of cAMP-regulated guanine nucleotide exchange factor 3 (EPAC1): primary screen; hit rate 0.073% among 360,000; Rap guanine nucleotide exchange factor 3 (Homo sapiens), O95398; Potency, µM (top dose mostly 154 µM), without a hit: at the highest dose activation, most hits filed as activators; EPAC1 agonist qHTS, biochemical assay; response scale: 100% = response to 6.5 mM cAMP; also: potency is read from the fitted curve at half-maximal effect; nearly all actives have a fitted effect of over 60% in size
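Compounds were pinned as a concentration titration into mixtures of EPAC1 (100 nM), BODIPY-GDP-loaded Rap1B (250 nM) and GDP (50 uM). After 5 min at room temperature, fluorescence was followed for 30 min; activity was scaled to 6.5 mM cAMP.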
WRN helicase inh = qHTS for Inhibitors of WRN Helicase | Bifunctional 3'-5' exonuclease/ATP-dependent helicase WRN (Homo sapiens), Q14191 | hit rate 0.46% among 360,000 | WRN helicase unwinding, fluorescent forked duplex, kinetic | Potency, µM (highest dose often 114 µM), inactives show at the highest dose activity change, negative = inhibition, usual class: inhibitors; also: potency is read from the fitted curve at half-maximal effect; % is scaled to controls: 0 for no effect and ±100 for the full control effect; nearly all actives have a fitted effect of over 55% in size
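Kinetic red-fluorescence monitoring (525/598 nm) tracks WRN helicase activity after 100 nM fluorophore-quencher forked duplex and 2 mM ATP are added to 20 nM enzyme pretreated 15 min at room temperature with compound.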
PLK1 PBD block = qHTS for Inhibitors of PLK1-PDB (polo-like kinase 1 - polo-box domain): Primary Screen | Serine/threonine-protein kinase PLK1 (Homo sapiens), P53350 | Plk1 PBD binding of FITC phosphopeptide, fluorescence polarization | Potency, µM, for the others: max response, negative = inhibition, usual class: inhibitors | hit rate 2.8% among 360,000 | AID 720504, 2013; also: potency is read from the fitted curve at half-maximal effect; series mostly up to about 57 µM; % is scaled to controls: 0 for no effect and ±100 for the full control effect; nearly all actives have a fitted effect of over 65% in size
Target sequence (P53350 whole entry, looked up, the tested form may be a part): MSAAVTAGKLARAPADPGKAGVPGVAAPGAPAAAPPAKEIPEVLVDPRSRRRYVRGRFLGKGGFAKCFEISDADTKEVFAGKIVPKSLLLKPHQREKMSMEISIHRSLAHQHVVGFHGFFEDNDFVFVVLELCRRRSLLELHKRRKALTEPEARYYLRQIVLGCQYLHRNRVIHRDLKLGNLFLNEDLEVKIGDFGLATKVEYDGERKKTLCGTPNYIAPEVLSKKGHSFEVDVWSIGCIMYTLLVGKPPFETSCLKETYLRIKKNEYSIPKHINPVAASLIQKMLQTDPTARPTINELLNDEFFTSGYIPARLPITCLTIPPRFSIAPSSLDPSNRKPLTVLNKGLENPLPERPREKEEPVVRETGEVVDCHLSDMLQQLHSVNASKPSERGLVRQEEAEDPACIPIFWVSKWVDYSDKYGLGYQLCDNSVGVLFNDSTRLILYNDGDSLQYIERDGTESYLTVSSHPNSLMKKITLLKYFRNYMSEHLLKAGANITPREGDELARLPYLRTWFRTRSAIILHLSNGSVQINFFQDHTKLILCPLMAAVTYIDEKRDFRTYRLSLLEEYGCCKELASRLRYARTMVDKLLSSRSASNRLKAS
Mm-Cpn inhibitor = Inhibitors of TCP-1 ring complex (TRiC) of Methanococcus maripaludis (MmCpn): qHTS; AID 504842, 2011; purified Mm-Cpn ATPase, ADP Transcreener TR-FRET; Chaperonin Mm-Cpn (Methanococcus maripaludis); Potency, µM (titrated, usually from 76.9 µM), for inactives: at the highest dose activity, negative = inhibition, most hits filed as inhibitors; hit rate 0.031% among 330,000; also: potency is read from the fitted curve at half-maximal effect; % is scaled to controls: 0 for no effect and ±100 for the full control effect; nearly all actives have a fitted effect of over 80% in size
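Compound-treated chaperonin, 25 nM final, turns over 10 uM ATP at 37°C for 30 min following a 10 min preincubation; ADP generated competes with ADP-d2 for Eu-cryptate antibody, lowering FRET.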
The depositor's hits bear a star; ? = inconclusive; nt = not tested or not shown; [ ] = another dose, or the depositor's remark. Unless noted, calls follow the shape of the dose curve; as a rule, active = well fitted curve in the direction sought with a large enough effect; inconclusive = small, poorly fitted or top-dose-only effect, or another doubt; inactive = no such curve, though single readings can be large; an effect the other way counts as inactive or inconclusive. Only part of the results is shown; count on the stated rates, not on these rows.

#	Compound	Mm-Cpn inhibitor	EPAC1 agonist	EPAC1 antagonist	CCT modulator
1	O=C(c1ccccc1F)N(NC(=O)C(O)(c1ccccc1)c1ccccc1)c1ccccc1	-1%	1%	-2%	-1.9
2	CC[C@H]1OC(=O)[C@H](C)[C@@H](O[C@H]2C[C@@](C)(OC)[C@@H](O)[C@H](C)O2)[C@H](C)[C@@H](O[C@@H]2O[C@H](C)C[C@H](N(C)C)[C@H]2O)[C@](C)(OC)C[C@@H](C)C(=O)[C@H](C)[C@@H](O)[C@]1(C)O	-1%	4%	16%	-2.9
3	CC(=O)COc1ccccc1OC(=O)c1ccco1	-18%	4%	11%	-1.7
4	Cc1ccc(NC(=S)N/N=C2\CCCCC2C)cc1 (configuration not stated)	3%	-7%	-14%	1.8
5	CNc1nc(-c2ccc(Cl)cc2)cs1	1%	6%	-5%	-5.1
6	CCOc1ccccc1-c1nn2c(Cc3ccccc3)nnc2s1	-5%	10%	-15%	-1.9
7	NC(=O)c1ccc(C(F)(F)F)n(Cc2ccc(Cl)cc2)c1=O	-3%	-10%	-12%	-1.6
8	COc1ccc(N(CC(=O)N2CCN(Cc3ccc4c(c3)OCO4)CC2)S(C)(=O)=O)cc1OC	2%	-5%	4%	-2.8
9	N=c1n(Cc2ccccc2)c2ccccc2n1CC(O)COc1ccc(Cl)cc1Cl (configuration not stated)	-2%	8%	-11%	-1.0
10	COc1ccc(Cl)cc1NC(=O)CSc1nnc(COc2ccccc2)n1C	0%	9%	9%	-0.3

#	PLK1 PBD block	WRN helicase inh	EPAC2 antag	PI5P4Ka inh
1	1%	-25%	-7%	-5
2	-3%	-3%	14%	-3
3	-1%	11%	10%	nt
4	-13%	0%	-4%	11
5	-14%	-8%	0%	-5
6	-7%	-12%	-5%	nt
7	0%	-11%	-6%	nt
8	-1%	7%	7%	-2
9	?	-28%	0%	13
10	-3%	-8%	9%	nt

Single records, from the list above. Order of values: Mm-Cpn inhibitor | EPAC1 agonist | EPAC1 antagonist | CCT modulator | PLK1 PBD block | WRN helicase inh | EPAC2 antag | PI5P4Ka inh
CC(=O)COc1ccccc1OC(=O)c1ccco1 reads -18% | 4% | 11% | -1.7 | -1% | 11% | 10% | nt
O=C(c1ccccc1F)N(NC(=O)C(O)(c1ccccc1)c1ccccc1)c1ccccc1 reads -1% | 1% | -2% | -1.9 | 1% | -25% | -7% | -5
CNc1nc(-c2ccc(Cl)cc2)cs1 reads 1% | 6% | -5% | -5.1 | -14% | -8% | 0% | -5
NC(=O)c1ccc(C(F)(F)F)n(Cc2ccc(Cl)cc2)c1=O reads -3% | -10% | -12% | -1.6 | 0% | -11% | -6% | nt

Continuation:
#	Compound	Mm-Cpn inhibitor	EPAC1 agonist	EPAC1 antagonist	CCT modulator
11	Cc1cc(C)nc(SCC(=O)N/N=C/c2cccc([N+](=O)[O-])c2)n1	-2%	-3%	7%	-0.7
12	CC1CCN(CC(=O)Nc2ccc(Cl)cc2[N+](=O)[O-])CC1	0%	6%	-6%	-1.5
13	C=C1CC[C@@H]2[C@](C)(CO)[C@H](O)CC[C@@]2(C)[C@@H]1C/C=C1/C(=O)OCC1O (some centres not stated)	nt	-7%	-4%	1.7
14	CC(=O)NC(N(C#N)c1nc(Cl)nc(N(C)C)n1)C(Cl)(Cl)Cl (configuration not stated)	-1%	12%	-15%	-3.6
15	CCC(=O)c1cn(CC(=O)OC)c2ccccc12	0%	-2%	7%	-0.2
16	CN(C(=O)COc1ccc(Cl)cc1Br)C1CCCCC1	2%	18%	-6%	1.1
17	COc1ccc(NC(=O)c2ccc3c(c2)CCN3S(=O)(=O)c2ccccc2)c(OC)c1	-1%	6%	-23%	-1.7
18	CN1C(=O)S/C(=C/c2cccn2-c2cccc(C(=O)O)c2)C1=O	2%	12%	-5%	0.0
19	COc1ccc(Sc2nc(-c3ccccn3)ncc2OC)cc1	-11%	6%	-25%	-1.1
20	COc1ccc(C(=O)NCC(=O)N/N=C/c2c(C)[nH]c3ccccc23)cc1	0%	-2%	3%	0.4

#	PLK1 PBD block	WRN helicase inh	EPAC2 antag	PI5P4Ka inh
11	21µM*	-16%	0%	-24
12	-5%	-5%	-2%	-5
13	-5%	-9%	-18%	0
14	-28%	?	-3%	-14
15	-9%	2%	-3%	-9
16	-2%	8%	-1%	-1
17	-10%	-4%	1%	3
18	-14%	-6%[11.6 µM]	-12%	-9
19	-9%	-2%	-7%	0
20	-3%	-4%	2%	-1

The listing continues.
#	Compound	Mm-Cpn inhibitor	EPAC1 agonist	EPAC1 antagonist	CCT modulator
21	C[C@@H]1CN([C@H](C)CO)C(=O)CCCn2cc(nn2)CO[C@H]1CN(C)C(=O)Nc1ccc(-c2cccs2)cc1	nt	9%	20%	-1.8
22	CCCNc1nc(Cl)nc(NC(C)(C)C)n1	2%	-1%	-9%	-0.3
23	CCc1ccccc1NC(=O)CN1CCN(C(=O)CNC(=O)c2ccccc2F)CC1	-1%	-3%	-6%	1.2
24	CCOC(=O)C1(C)CCCN(C(=O)c2ccc(C)c(F)c2)C1 (configuration not stated)	nt	-14%	-22%	1.4
25	Cc1occc1C(=O)N/N=C/c1ccc(N(C)C)cc1	-4%	-3%	5%	0.9
26	CCOC(=O)c1c(NC(=O)CCl)sc(CN(C)C)c1-c1ccccc1	-3%	-4%	-21%	2.9
27	Cc1ccccc1N1CCN(CCCCN2C(=O)C3CCCN3C2=O)CC1 (configuration not stated)	-2%	6%	-22%	-2.8
28	COC(=O)CSc1nc2c(c(=O)[nH]c(=O)n2C)n1CCC(C)C	-1%	4%	5%	0.5
29	COc1ccccc1S(=O)(=O)N(C)C[C@H]1Oc2cc(Br)ccc2S(=O)(=O)N([C@@H](C)CO)C[C@H]1C	nt	-1%	-5%	-1.2
30	CC(C)C(OC(=O)c1ccco1)C(=O)NCc1cccs1 (configuration not stated)	0%	7%	-4%	1.0

#	PLK1 PBD block	WRN helicase inh	EPAC2 antag	PI5P4Ka inh
21	-29%	2%	7%	-8
22	7%	1%	?	-4
23	0%	2%	12%	1
24	8%	6%	-6%	3
25	3%	-5%	7%	?
26	?	-7%	6%	3
27	-9%	-20%	14%	-5
28	-4%	-3%	3%	-7
29	-6%	-3%	6%	4
30	-4%	-10%	3%	0

(further entries)
#	Compound	Mm-Cpn inhibitor	EPAC1 agonist	EPAC1 antagonist	CCT modulator
31	CCc1nnc(NC(=O)c2ccc(S(=O)(=O)NCC(C)C)cc2)s1	-2%	1%	6%	-0.5
32	COc1ccc(CN2CCOCCOCCOCC2)cc1	2%	-5%	5%	-0.6
33	N=c1c2c(-c3ccccc3)c(-c3ccccc3)oc2ncn1CCN1CCOCC1	0%	10%	-18%	0.9
34	COc1ccc(CCNC(=O)C2CCC(=O)N(C3CCCCCC3)C2)cc1 (configuration not stated)	3%	4%	?	0.5
35	O=C1CCC(C(=O)OCC(=O)N2N=C3/C(=C/c4ccccc4)CCCC3C2c2ccccc2)N1 (configuration not stated)	2%	13%	-20%	-4.5
36	CN1C(=O)c2ccc(C(=O)Nc3cccnc3)cc2C1=O	6%	-8%	1%	0.8
37	COC(=O)c1ccc(CNC(=O)c2ccc(COc3ccccc3)cc2)cc1	-1%	-3%	-6%	-2.7
38	CCOc1ccccc1CN1CCC(N2CCC(C(=O)NC3CC3)CC2)CC1	3%	1%	0%	-1.3
39	CCCCNc1nc2c(c(=O)[nH]c(=O)n2C)n1CCCc1ccccc1	nt	-15%	3%	-11
40	COc1ccc(OCc2nnc(SCC(=O)NCc3ccco3)o2)cc1	1%	-5%	4%	-0.8

#	PLK1 PBD block	WRN helicase inh	EPAC2 antag	PI5P4Ka inh
31	-3%	2%	2%	nt
32	2%	-15%	5%	7
33	-23%	-16%	-9%	1
34	-5%	-2%	0%	0
35	-5%	6%	0%	nt
36	1%	-1%	16%	-1
37	-6%	-3%	14%	-4
38	-7%	-2%	2%	-3
39	1%	20%	-3%	-8
40	-1%	7%	11%	-3

Other entries follow.
#	Compound	Mm-Cpn inhibitor	EPAC1 agonist	EPAC1 antagonist	CCT modulator
41	O=C(O)C1C2C=CC(C2)C1C(=O)NCc1ccc(Cl)cc1Cl (configuration not stated)	1%	8%	-1%	-0.6
42	CON(C)S(=O)(=O)NC(=O)C1=C(N2CCCC2)COC1=O	0%	9%	-14%	-1.1
43	Cc1cc(C)c(SCCc2ccncc2)c(C)c1	-3%	5%	-12%	-1.4
44	C#CCOC(=O)Nc1ccc(=O)n(Cc2c(Cl)cccc2Cl)c1	-1%	-1%	0%	1.3
45	O=C(Nc1ccccc1N1CCCCC1)C1CCN(S(=O)(=O)c2cccc(C(F)(F)F)c2)CC1	1%	0%	-19%	1.0
46	O=C(Nc1ccc(O)cc1)/C(=C\C=C\c1ccccc1)NC(=O)c1ccccc1	1%	2%	-15%	-1.4
47	COc1ccc(N2C(=O)CC(NNc3nc4ccccc4s3)C2=O)cc1 (configuration not stated)	-4%	5%	6%	-4.1
48	Cn1c(CNC(=O)C2CCCCC2)cc2ccccc21	0%	-5%	-6%	1.2
49	CCOC(=O)[C@]12CCC=C1N(Cc1ccc(Cl)cc1Cl)C(=O)[C@H](CC(=O)N1CCCC1)C2	nt	0%	-16%	-0.9
50	COC(=O)[C@@]12C[C@@H](CC(=O)N3CCSCC3)C(=O)N(Cc3ccccc3)C1=CCC(C)(C)C2	nt	6%	-13%	nt
51	CC(=O)Nc1nc(-c2cccc3ccccc23)cs1	-7%	-2%	8%	2.0

#	PLK1 PBD block	WRN helicase inh	EPAC2 antag	PI5P4Ka inh
41	-29%	-11%	0%	-3
42	-7%	3%	-3%	3
43	-11%	0%	?	5
44	-12%	1%	3%	-2
45	-5%	-10%	-12%	17
46	-15%	-10%	-15%	3
47	6%	4%	6%	0
48	-4%	-1%	-2%	1
49	-12%	-2%	-21%	17
50	-12%	2%	-1%	1
51	3.8µM*	?	-16%	-27
